CFTR F508del cor: CFTR F508del correction in bronchial cells. activity (quench increase), % at 7.58 µM. CFBE cells, YFP halide quenching; stimulated with forskolin plus potentiator P3; % fluorescence drop versus neutral controls. 350,000 compounds, 0.36% hits;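 active = mean added fluorescence quench of at least 8% versus neutral control, with both replicates also reaching 8%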;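 note: cells transiently co-express mutant CFTR-F508del with the halide-sensitive YFP; corrector assay measuring rescue of mutant channel to the surface after 24 h compound exposure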
RAD54 inh: RAD54 (human) branch migration inhibition. Q92698. RAD54 Holliday junction branch migration, FAM/BHQ fluorescence. inhibition, % at 10.4 µM. 360,000 compounds, 0.14% hits;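 active = mean normalized replicate activity at least 40 and at least half of replicates scoring 40 or more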;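 note: 0% = median of neutral control wells and 100% = median of positive control wells; inhibitors cause a drop in the FAM fluorescence signal; in these data hits start at about 50%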
ERAP1 inh: inhibitors of human ERAP1 aminopeptidase. recombinant ERAP1, Leu-AMC fluorescence, 60 min. inhibition, % at 10.7 µM. 340,000 compounds, 0.15% hits. AID 652197;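 active = mean replicate inhibition of at least 30%, or all replicates individually reaching that 30% level; inactive = mean below 30% and not every replicate reaching it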;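 note: 0% = neutral control wells and 100% = L-leucinethiol positive control wells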
esBAF inh: SWI/SNF esBAF complex inhibition; reporter increase, % at 12.5 µM; mouse ES cells, Bmi1-luciferase knock-in reporter, 24 h; 100% = twice the neutral-well signal; AID 602393; 350,000 compounds, 2% hits; in the data active = activation above about 40%;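 note: 0% = median of the plate's neutral control wells and 100% = double that signal; a rise in the Bmi1 reporter signal indicates esBAF inhibition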
RAD52 inh: RAD52 (human) annealing inhibition. P43351. recombinant RAD52 DNA annealing, FRET fluorescence. inhibition, % at 18.7 µM. 360,000 compounds, 0.46% hits;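 active = every replicate showing at least 50% inhibition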
Target sequence (P43351 whole entry, looked up): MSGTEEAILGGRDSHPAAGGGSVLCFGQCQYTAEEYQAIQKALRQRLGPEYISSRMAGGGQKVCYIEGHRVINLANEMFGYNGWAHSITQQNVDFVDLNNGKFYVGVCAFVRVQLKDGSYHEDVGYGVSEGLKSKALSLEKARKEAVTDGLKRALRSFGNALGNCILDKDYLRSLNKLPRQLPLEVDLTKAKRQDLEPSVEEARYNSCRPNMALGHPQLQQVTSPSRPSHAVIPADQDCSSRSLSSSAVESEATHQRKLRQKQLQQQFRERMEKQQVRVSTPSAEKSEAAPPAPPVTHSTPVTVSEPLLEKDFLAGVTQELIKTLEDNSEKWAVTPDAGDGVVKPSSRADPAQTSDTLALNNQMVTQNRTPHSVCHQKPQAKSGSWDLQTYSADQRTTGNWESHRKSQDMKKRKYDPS
ARNT TACC3 PPI: ARNT/TACC3 interaction disruption; AID 623870; AlphaScreen His-ARNT PAS-B/GST-TACC3 binding, luminescence; TACC3 fragment carries E629A point mutation; 390,000 compounds, 0.66% hits; Q9Y6A5; inhibition, % at 9.99 µM;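 active = mean inhibition of replicates at least 50% and at least half of replicates each reaching 50%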;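 note: 0% = complete ARNT plus TACC3 wells and 100% = ARNT alone without TACC3; many hits fall short of the cut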
XiGFP reactiv: activators of X-chromosome reactivation in mouse fibroblasts | XiGFP mouse fibroblasts, % GFP-positive cells imaging, 3 d; cells co-treated with 5-aza-dC sensitizer; scaled so ellipticine positive control = 100% | 360,000 compounds, 0.055% hits | AID 743238 | activation, % at 7.58 µM;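 active = mean normalized replicate activation at least 10% and every replicate at or above 10%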;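 note: 0% = median of on-plate neutral control wells and 100% = ellipticine 6 µM median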
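Material: XiGFP fibroblasts, SV40-immortalized. Buffer or medium: DMEM plus 5-aza-dC sensitizer. Compound: single concentration per compound, delivered by pin transfer. Times: 3 days compound exposure. Controls: ellipticine 6 µM.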
INS-1E GSIS act: primary screen for activators of insulin secretion dependent on glucose, INS-1E cells, GLuc reporter luminescence | INS-1E GLuc reporter insulin secretion, 2-3 h | AID 743287 | 370,000 compounds, 0.61% hits | activation, % at 16.6 µM;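 active = lowest replicate activation of at least 40%, so every replicate reaches that level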;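 note: 0% = median of neutral control wells and 100% = median of IBMX positive control wells; some compounds called inactive have numbers as strong as hits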
* = called active by the depositor; · = not tested or not shown; & = joins results of further samples. An unsorted share of the library; 3.3% or so of the library scored in one or more.

SMILES	CFTR F508del cor	RAD54 inh	ERAP1 inh	esBAF inh	RAD52 inh	ARNT TACC3 PPI	XiGFP reactiv	INS-1E GSIS act
COc1cccc(CN2CCCCN3[C@H](CO)[C@@H](c4ccc(C#Cc5cccnc5)cc4)[C@@H]3C2)c1	3.9	12.7	9.7	0.6	0.3	1.7	0.3	-21.5
COC(=O)C1=C(C)N(Cc2ccccc2C(F)(F)F)C(=NCc2ccc3c(c2)OCO3)NC1c1cccc(Cl)c1 (stereo unspecified)	1.7	·	-1.6	·	-17.9	·	-0.2	-24.6
C[C@H]1CN([C@@H](C)CO)C(=O)c2cccc(NC(=O)c3ccncc3)c2O[C@H]1CN(C)C(=O)Nc1ccccc1	-1.1&1.2	-4.9&-6.8	1.6&2.5	-0.4&-8.7	7.0&-29.9	5.4&-0.9	0.1&-0.1	9.6&-15.0
CCS(=O)(=O)Nc1ccc2c(c1)C(=O)N(C)C[C@H](OC)[C@H](C)CN(C(=O)C1CC1)[C@@H](C)CO2	2.2	-4.5	1.4	-0.7	7.3	-6.1	0.0	1.6
Cc1sc2ncnc(NCC(c3ccccc3)N(C)C)c2c1C (stereo unspecified)	-0.6	11.4	1.3	0.5	-23.1	-0.4	0.2	22.3
COC(=O)Cc1coc2cc(OC)ccc12	-2.9	0.1	-0.2	0.5	-14.3	16.3	0.5	-1.9
Cc1cc(NC(=O)CCC(=O)N(c2ccccc2)C(C(=O)NC2CCCC2)c2ccc(F)cc2)no1 (stereo unspecified)	-0.2	-0.6	-1.7	1.7	-15.5	·	0.4	10.9
O=C(C[C@H]1CC[C@H](NC(=O)c2ccncc2)[C@H](CO)O1)Nc1ccccc1	0.4	3.0	-0.1	6.5	-1.3	-8.0	0.0	22.0
C=Cn1cc[n+](CC(=O)c2ccc(Br)s2)c1	2.0	6.0	4.5	-9.6	-1.8	-3.3	0.0	17.2
O=C(NCc1ccc(Cl)cc1)C1=C[C@H](c2coc3ccccc3c2=O)C[C@H](OCCCCO)O1	1.3	-5.6	-4.4	·	-79.0	·	·	·
CCOC(=O)C1=C(C)NC(C)=C(C(=O)OCC)C1c1cccc(C)n1	-0.2	·	-2.5	·	-16.8	-9.7	0.1	-1.0
O=C(COc1ccc(Cl)cc1Cl)NN1C(=O)C2C3C=CC([C@@H]2C1=O)C31CC1 (stereo partly specified)	-2.2	·	7.2	-7.8	3.8	-13.0	0.1	-15.2

(continued)
SMILES	CFTR F508del cor	RAD54 inh	ERAP1 inh	esBAF inh	RAD52 inh	ARNT TACC3 PPI	XiGFP reactiv	INS-1E GSIS act
Cc1nn(C)c(C)c1NS(=O)(=O)c1cccc(Br)c1	-2.2	0.8	4.0	1.3	-9.6	-3.3	0.0	15.2
Cc1cccc(CCNC(=O)c2oc3c(C)c(C)ccc3c2C)n1	-3.0	-0.3	-2.9	2.6	5.6	-2.3	0.1	16.0
CCN1CCN(c2oc(-c3ccc(OC)cc3)nc2C#N)CC1	·	8.2	·	6.0	·	9.0	·	-5.2
CC(NS(=O)(=O)c1ccc(Br)cc1)C(c1cccs1)N1CCN(C)CC1 (stereo unspecified)	1.2	13.1	6.6	-1.3	-11.5	2.1	0.0	·
CCCNC(=O)N(C)C[C@H]1Oc2cc(C#C[C@@H](C)O)ccc2S(=O)(=O)N([C@H](C)CO)C[C@H]1C	0.6	-1.8	2.6	-0.6	-3.9	-20.5	0.1	7.1
O=C(CN1CCC(NC(=O)Nc2ccccc2)CC1)Nc1ccccc1F	1.2	-0.9	-5.4	-1.5	-19.0	-9.5	0.0	13.4
O=C(N[C@H]1CC[C@@H](CCNS(=O)(=O)c2cccc(Cl)c2)O[C@@H]1CO)c1ccc(F)cc1	-2.9	6.0	2.4	-1.2	-8.5	-9.8	-0.2	-9.0
Cn1nnnc1Sc1c(Cl)cccc1[N+](=O)[O-]	·	-9.9	·	6.3	·	·	0.0	1.8
O=C(COC(=O)c1c[nH]c(=O)[nH]c1=O)Nc1ccccc1F	2.4	·	-0.8	·	-14.4	-2.2	0.1	13.5
COc1ccccc1Nc1nc2ccccc2n1C	0.5	-3.0	3.8	64.6*	-13.3	-7.7	0.2	1.5
N#C/C(=C\c1c(N2CCC(C(N)=O)CC2)nc2ccccn2c1=O)C(=O)NC1CCCCC1	2.1	-0.9	5.9	0.2	-8.9	1.2	0.2	3.9
Cc1ccc(/C=N/N(Cc2ccccc2)c2ccccc2)o1	-1.1	·	6.0	·	-7.5	-0.5	0.5	-26.5

(listing goes on)
SMILES	CFTR F508del cor	RAD54 inh	ERAP1 inh	esBAF inh	RAD52 inh	ARNT TACC3 PPI	XiGFP reactiv	INS-1E GSIS act
COc1c(S(=O)(=O)NCCCn2ccnc2)ccc(Cl)c1Cl	7.2	-6.3	0.3	9.1	-10.1	3.5	0.3	8.8
COCCNC(=O)C1(C)CCN(C(=O)c2ccc(SC(F)(F)F)cc2)C1 (stereo unspecified)	-0.3	6.5	-1.9	-0.2	2.7	·	-0.1	-6.0
C[C@H](CO)N1C[C@H](C)[C@H](CN(C)Cc2cccc(C(F)(F)F)c2)Oc2ncc(C#Cc3ccc(F)cc3)cc2C1=O	0.1	·	-2.4	·	4.4	·	-0.2	-18.3
O=C(NCCN1CCN(c2ccccc2F)CC1)C1CCCN(S(=O)(=O)c2cnc[nH]2)C1 (stereo unspecified)	1.5	-3.8	0.5	1.5	-7.0	-3.4	-0.1	23.3
O=C(NCCN1CCOCC1)c1cnn2c1NC(c1cccs1)CC2C(F)(F)F (stereo unspecified)	1.5	·	1.0	·	6.4	-1.8	0.0	20.5
COc1ccc(C(=O)NCCNc2ccccc2[N+](=O)[O-])cc1	-0.2	·	·	74.3*	-6.0	6.8	0.1	-5.2
Cc1cc(NC(=O)CCSc2ccccc2)ccc1Br	·	6.6	·	30.6	·	-5.7	0.0	-18.2
COc1ccc(OC)c(-n2c(=S)[nH]c3cc(C(=O)N(C)Cc4ccccc4)ccc3c2=O)c1	1.7	·	-2.3	·	-13.3	3.7	0.0	-8.4
COCC(=O)N1[C@@H](CO)[C@@H]2c3ccccc3NC[C@@H]21	-0.9	6.3	1.0	-6.3	-3.9	-6.0	-0.1	-6.0
C[C@H]1CN([C@@H](C)CO)C(=O)c2cc(C#CC3CCCC3)cnc2O[C@@H]1CN(C)Cc1ccncc1	0.5	-1.8	-0.2	-1.9	0.5	3.6	-0.4	-13.0
Cc1ccc(N2CCN(S(=O)(=O)c3nnc(NC(=O)c4ccco4)s3)CC2)cc1	0.8	-6.5	-1.3	-0.5	-15.0	-6.4	0.2	24.4
COc1ccc(Cn2c(SCC#N)nc3ccc(N4CCOCC4)cc3c2=O)cc1	0.4	·	-0.2	·	-4.3	-4.6	-0.1	2.9

Later entries:
SMILES	CFTR F508del cor	RAD54 inh	ERAP1 inh	esBAF inh	RAD52 inh	ARNT TACC3 PPI	XiGFP reactiv	INS-1E GSIS act
COc1ccc(-c2nn(-c3ccccc3)cc2C(=O)N(C)CC(=O)Nc2cccc(F)c2)cc1	-4.5	7.7	-1.0	-4.9	-26.9	-1.1	0.3	-46.1
COc1ccc(NC(=O)c2cc(C)no2)cc1OC	1.1	·	-0.7	-2.2	-6.0	4.2	0.2	11.6
O=C(COc1ccc2c3c(c(=O)oc2c1)CCCC3)NC(Cc1ccc(Cl)cc1)C(=O)O (stereo unspecified)	0.9	-27.8	21.8	-17.7	-20.3	-8.3	·	·
CO[C@@H](CN(C)Cc1cc(F)ccc1F)[C@@H](C)CN([C@H](C)CO)S(=O)(=O)c1ccc(Cl)cc1	-0.1	6.3	-0.8	-0.2	11.8	-4.8	0.4	-19.3
CCOC(=O)Cc1[nH]nc2c1C(c1cc(OC)ccc1OC)C(C#N)=C(N)O2 (stereo unspecified)	-3.4	5.5	3.6	-3.5	-8.8	-9.1	·	6.4
Cc1ccc(C(=O)O)cc1NC(=S)NC(=O)c1ccc([N+](=O)[O-])c(C)c1	0.2	·	1.5	·	-3.1	-3.2	-0.2	5.5
C[C@@H]1CN([C@H](C)CO)C(=O)c2cccc(NC(=O)Nc3ccccc3)c2O[C@H]1CN(C)S(=O)(=O)c1ccc(F)cc1	0.1	3.1	-0.1	3.2	11.7	-2.2	0.1	7.7
COc1ccc(NC(=O)C2CCN(S(=O)(=O)c3cccc4nonc34)CC2)c(OC)c1	0.2	-2.5	0.6	-2.5	3.7	-3.4	0.1	-1.3
CC1(Cc2ccc(C(F)(F)F)o2)C(=O)Nc2cc(-c3ccc(F)cc3F)ccc21 (stereo unspecified)	0.5	8.8	-5.2	-7.3	-4.8	·	0.3	-18.4
C[C@H](CO)N1C[C@H](C)[C@H](CN(C)C(=O)Nc2ccc(C(F)(F)F)cc2)Oc2ccc(NC(=O)Nc3ccc4c(c3)OCO4)cc2CC1=O	4.7	-9.0	1.1	5.7	3.6	0.2	-1.2	-4.8
COCCOC(=O)C1=C(C)NC(=O)NC1c1cccc(F)c1 (stereo unspecified)	-2.7	-3.3	0.0	-1.1	-1.5	-1.3	0.3	7.5
CCCN1C[C@H](C)[C@@H](OC)CN(C)C(=O)c2cc(NC(=O)Nc3ccccc3F)ccc2OC[C@@H]1C	-1.2	4.6	·	1.7	15.0	-2.0	0.1	-9.9

Additional entries follow.
SMILES	CFTR F508del cor	RAD54 inh	ERAP1 inh	esBAF inh	RAD52 inh	ARNT TACC3 PPI	XiGFP reactiv	INS-1E GSIS act
CC(C)c1cccc(C(C)C)c1NC(=O)CN1C(=O)NC2(CCCCCCC2)C1=O	0.0	-0.9	-1.2	0.3	-11.6	16.3	0.0	-2.8
Cc1nonc1C(=O)N/N=C/c1ccc(O)cc1	2.4	0.7	0.6	50.7*	-10.6	-51.9	0.2	-0.3
C[C@@H]1CCCCO[C@H](CN(C)C(=O)Nc2ccccc2)[C@H](C)CN([C@@H](C)CO)C(=O)c2cc(N(C)C)ccc2O1	-0.2	-1.6	-2.4	-0.4	32.6	11.3	0.0	-11.7
O=C(CSc1ccccn1)Nc1cccc(S(=O)(=O)N2CCCC2)c1	-1.1	2.4	1.1	-0.6	-19.2	·	-0.1	·
Cc1ccc(Nc2c(F)c(F)c(F)c(F)c2C(=O)O)c(C)c1	-2.8	·	-2.2	-4.4	-14.9	-8.3	0.0	0.7
Cc1ccccc1OCCNC(=O)/C=C/c1ccccc1	·	8.1	-0.3	·	18.7	-9.9	-0.1	-72.0
COc1ccccc1C(=O)NCC(=O)NNC(=O)C1COc2ccccc2O1 (stereo unspecified)	0.4	-5.2	0.2	-3.0	-17.0	0.5	0.1	2.3
Cc1nc(C)c(C(=O)C2=C(O)C(=O)N(CCN3CCOCC3)C2c2cccs2)s1 (stereo unspecified)	·	4.9	·	-0.3	·	13.8	·	9.4
C[C@@H]1CN([C@H](C)CO)C(=O)c2cc(-c3ccccc3)cnc2O[C@@H]1CN(C)C(=O)C1CCOCC1	-2.8&0.6&1.7	3.5&2.1&-2.0	21.1&0.1&-1.5	-11.6&3.2&-3.4	2.4&-7.1&1.4	-3.9&-5.1	-0.3	6.9&13.1
Cc1ccccc1S(=O)(=O)N1C[C@H](O)COC[C@H]2O[C@@H](CC(=O)N3CCOCC3)CC[C@@H]21	-1.3	1.9	-1.2	-6.5	-4.9	1.1	-0.1	9.6
COc1ccc(S(=O)(=O)N2CCOCC2)cc1NC(=O)COC(=O)C1COc2ccccc2O1 (stereo unspecified)	·	-3.2	2.7	·	-8.8	1.7	0.5	-2.0
CC(C)Cc1ccc(C(C)C(=N)N)cc1 (stereo unspecified)	-1.4	·	·	·	-6.5	2.8	0.0	·

Screening results as filed in PubChem BioAssay.
